From PubChem
pAkt inh: Akt phosphorylation inhibition | Neuro2A IGF-stimulated pAkt S473 HTRF, 20 min; hits give low values | activity change, % for hits at 50 µM | 0.32% of 360,000 active | AID 651550; in the data active = activity change below about -80%; inconclusive = mostly about -51% to -80%; note: % is set by controls: 0 for no effect and ±100 for the full control effect
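Neuro2A cells (4,500/well, DMEM with 0.5% FBS) were treated with compound at a single 50 µM final concentration, stimulated with 6 nM IGF for 20 min at 37 °C, and lysed. Phospho-Akt Ser473 was read by HTRF as 665/615 ratio ×10^4.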
Nrf2 inh: inhibitors of Nrf2 signaling; A549 ARE-Fluc reporter, luciferase luminescence, 18-24 h; Potency, µM (top dose mostly 46 µM), for the others: top-dose activity change, negative = inhibition, hits mostly inhibitors; 2.1% of 360,000 active; note: potency is the fitted concentration of half-maximal effect; % is set by controls: 0 for no effect and ±100 for the full control effect; nearly all actives have a fitted effect of over 60% in size
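Cells were seeded and rested 2 h, then exposed to compounds for 18-24 h. CellTiter-Fluor was read first as a viability measure. BugLite was added 15 min before the final luminescent read of ARE-luciferase activity in A549 cells.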
TGFb SMAD3 inh: blocks TGF-b signaling | 1.2% of 410,000 active | AID 588855 | HepG2 CAGA-GFP TGF-b/SMAD3 reporter, GFP fluorescence, 18 h; TGF-beta stimulated, 500 pg/mL final | Potency, µM (series often up to 46.1 µM), for inactives: at the highest dose activity, negative = inhibition, hits mostly inhibitors; note: potency is the fitted concentration of half-maximal effect; % is set by controls: 0 for no effect and ±100 for the full control effect; nearly all actives have a fitted effect of over 65% in size
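HEPG2 CAGA-GFP, 1000 cells/well; 2 h settle, 37 C; cpd via pin tool; TGF-b 500 pg/mL final; 18 h, 37 C; GFP imaging ex488/em500-530; %Activity normalised to -TGF-b and +DMSO controls; CRC fit, curve class.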
Mm-Cpn inhibitor: M. maripaludis TRiC chaperonin inhibition. purified Mm-Cpn ATPase, ADP Transcreener TR-FRET. Potency, µM (titrated, usually from 76.9 µM), without a hit: at the top dose activity, negative = inhibition, actives largely listed as inhibitors. 0.031% of 330,000 active. AID 504842; note: potency is the fitted concentration of half-maximal effect; % is set by controls: 0 for no effect and ±100 for the full control effect; nearly all actives have a fitted effect of over 80% in size
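Inhibition of chaperonin ATP hydrolysis is measured as reduced ADP production, detected by competitive TR-FRET in which signal falls with ADP. Final enzyme 25 nM and ATP 10 uM, reacted 30 min at 37°C.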
Abeta rescue: compounds reversing amyloid beta toxicity in yeast; yeast expressing A-beta42, growth rescue, OD600, 48 h; response scale: 0% DMSO, 100% iron-clioquinol control; Potency, µM (highest dose often 46.1 µM), for the others: at the top dose growth rescue, most hits filed as activators; 0.063% of 410,000 active; AID 1347071; note: potency is the fitted concentration of half-maximal effect; nearly all actives have a fitted effect of over 55% in size
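Growth rescue measured by 600 nm absorbance after 48 h yeast culture at 30 C with compound. Values normalized between DMSO and an equimolar ferric chloride plus clioquinol control.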
Nrf2 ARE act: activates Nrf2 signaling; AREc32 ARE-luciferase reporter (MCF7-derived line), luminescence, 24 h; Potency, µM (highest dose often 46.1 µM), without a hit: at the top dose activation, most hits filed as activators; 0.31% of 410,000 active; AID 624171; note: potency is the fitted concentration of half-maximal effect; % of control where 0% means no effect; nearly all actives have a fitted effect of over 65% in size
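Luminescent ARE reporter assay in AREc32_Fluc cells: overnight plating at 37 deg C, 24 hr compound incubation, Steady-Glo added, 30 min RT before reading.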
A549 tox: A549 cytotoxicity, counter-screen for Nrf2 inhibitors; A549 ARE-Fluc cells, CellTiter-Fluor viability, 18-24 h; Potency, µM (series often up to 46 µM), without a hit: top-dose activity change, negative = cytotoxicity, most hits filed as inhibitors; 0.16% of 390,000 active; AID 504648; note: potency is the fitted concentration of half-maximal effect; % is set by controls: 0 for no effect and ±100 for the full control effect
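A549 ARE_Fluc cells in 5% FBS OPTI-MEM were exposed to compounds in concentration-response for 18-24 h at 37 deg C. Viability was read by CellTiter-Fluor fluorescence (Ex 405/Em 525) after 30 min, before the luciferase read.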
CCT chaperon mod: changes cytosolic chaperonin activity. purified chaperonin ATPase assay, HTRF ADP detection, 30 min. activity change, % (no concentration beside the values), hits read low. 0.3% of 360,000 active; in the data active = activity change below about -30%; note: % is set by controls: 0 for no effect and ±100 for the full control effect
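Nucleotide hydrolysis assay: TRiC at 20–40 nM final (set by batch activity) with 10 uM ATP, 30 min at 37 °C, in presence of 76 uM compound. Detection by competitive ADP HTRF, 30 min ambient.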
HepG2 tox: kills HepG2 cells in TGF-b inhibitor counter-screen; HepG2 CAGA-GFP viability, ATP luminescence, 18 h; Potency, µM (series often up to 46.1 µM), for inactives: at the highest dose activity change, negative = cytotoxicity, usual class: cytotoxic; 0.76% of 410,000 active; note: potency is the fitted concentration of half-maximal effect; some results filed as inactive show a strong effect at the top dose
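HepG2 CAGA-GFP cells (1000/well, DMEM with 1% FBS) received compound, then TGF-beta at 500 pg/mL final, and were incubated 18 hours at 37 degrees C. Viability was read by CellTiter-Glo luminescence. Media-only wells were set as complete cell-killing and DMSO as no toxicity.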
* hit, by the source's call; i = inactive; ? = inconclusive; . = no result given; [ ] = remark or other dose. Unless noted, calls come from the whole dose curve; as a rule, active = well fitted curve in the direction sought with a large enough effect; inconclusive = small, poorly fitted or top-dose-only effect, or another doubt; inactive = no such curve, though single readings can be large; an effect the other way counts as inactive or inconclusive.

SMILES | pAkt inh | Nrf2 inh | TGFb SMAD3 inh | Mm-Cpn inhibitor | Abeta rescue | Nrf2 ARE act | A549 tox | CCT chaperon mod | HepG2 tox
NC(=O)c1ccc(=O)n(C2OC(CO)C(O)C2O)c1 (stereo unspecified) | i | 6.7% | -5.2% | . | 0.0% | -0.3% | -0.5% | -2.9 | -10.9%
Cc1cc(C)n(S(=O)(=O)c2ccccc2)n1 | i | 6.5% | 4.6% | -0.4% | -14.6% | -0.8% | 1.2% | -2.6 | -10.6%
Cc1cccc(C)c1OCCCCCNCCO | i | 2.6% | -1.8% | 1.5% | -24.2% | 0.1% | -9.3% | -5.3 | -8.3%
COc1ccc(NC(=O)CSc2ncc3c(n2)-c2ccccc2N(Cc2ccc(C)cc2)S3(=O)=O)cc1Cl | . | 4.2% | -13.2% | . | -16.6% | -0.5% | -1.9% | . | -10.6%
COc1ccccc1C(CNC(=O)c1ccc(-c2ccccc2Cl)o1)N1CCCC1 (stereo unspecified) | i | -0.6% | ? | -4.4% | -2.9% | 4.9% | ? | 0.7 | -27.2%
O=C(NC(=S)Nc1ccccc1F)c1ccc(Br)o1 | i | ? | -25.4% | -5.0% | 9.1% | ? | -1.1% | 0.3 | -29.2%
Cc1c(C(=O)OCC(=O)NCc2ccc3c(c2)OCO3)cccc1[N+](=O)[O-] | i | -8.2% | 3.8% | 2.5% | 5.2% | 0.0% | 6.4% | -0.5 | 2.0%
CC(=O)N1c2nc(C(C)C)nn2C2(CCCCC2)[C@@H]2CCCC[C@@H]21 | . | -8.9% | 17.1% | . | 20.8% | 0.4% | -2.0% | . | 0.7%
CCCC(CC)Sc1nc2c([nH]1)c(=S)n(C)c(=O)n2C (stereo unspecified) | i | ? | 7.94µM* | . | -9.3% | 2.8% | -12.9% | 1.9 | -0.6%
C[C@@H]1CN([C@H](C)CO)C(=O)c2cc(Br)cnc2O[C@H]1CN(C)C(=O)Nc1ccc2c(c1)OCO2 | i | . | 3.4% | . | -8.7% | -1.6% | . | 1.0 | 3.0%
CC(C)CCNC(=O)CC1Nc2c3ccccc3nc(=S)n2C1=O (stereo unspecified) | . | 5.0% | 0.0% | 2.4% | 10.4% | -0.2% | -12.0% | -2.9 | -5.2%
COc1ccc(C2C(Oc3ccccc3C)C(=O)N2Cc2ccc(F)cc2)cc1OC (stereo unspecified) | . | -21.0% | -19.6% | 0.8% | -3.0% | 0.2% | -1.1% | -1.4 | 4.9%
Cc1cc(C)c2ccc(NN)nc2c1O | i | 0.2% | -27.5% | 2.4% | -7.6% | 0.6% | -5.8% | -2.1 | -4.3%
O=C1c2cccc3cccc(c23)C(=O)N1CC1CCN(CC(O)COCc2ccc3c(c2)OCO3)CC1 (stereo unspecified) | i | 12.9% | ? | 2.2% | 15.9% | 0.4% | ? | 0.5 | -1.6%
O=C(COC(=O)c1ccc(Cl)nc1)NNC(=O)c1ccc(Cl)cc1 | i | -8.9% | 1.2% | -1.2% | -5.1% | -0.4% | -4.8% | -1.0 | -2.6%
CC(O)CN(Cc1ccc(Cl)cc1)CC(C)O (stereo unspecified) | i | 0.3% | -4.3% | -1.6% | 1.1% | 0.2% | 1.9% | 4.2 | -1.9%
O=C1c2sccc2-c2cccc3cccc1c23 | i | . | -15.4% | . | -31.0%[inhibitor] | ? | . | -3.4 | -1.4%
Cc1c(Cl)cccc1NC(=O)CSc1ncc(S(=O)(=O)c2ccc(C(C)C)cc2)c(=O)[nH]1 | . | 1.0% | 17.3% | . | -12.0% | -2.5% | 3.9% | . | -5.7%
CCc1nc(SCC(=O)Nc2cccc3ccccc23)[nH]c(=O)c1C | i | 8.1% | -1.1% | -2.9% | 0.5% | 0.1% | 0.4% | -0.6 | -43.2%
CCc1cc(C(=O)OC)c(NC(=O)c2cc(Br)cs2)s1 | . | . | 23.0% | . | -7.7% | 4.2% | 7.0% | 0.8 | 2.2%

2 entries picked at random from those above, as already listed:
SMILES | pAkt inh | Nrf2 inh | TGFb SMAD3 inh | Mm-Cpn inhibitor | Abeta rescue | Nrf2 ARE act | A549 tox | CCT chaperon mod | HepG2 tox
O=C1c2sccc2-c2cccc3cccc1c23 | i | . | -15.4% | . | -31.0%[inhibitor] | ? | . | -3.4 | -1.4%
Cc1cc(C)c2ccc(NN)nc2c1O | i | 0.2% | -27.5% | 2.4% | -7.6% | 0.6% | -5.8% | -2.1 | -4.3%

Later entries:
SMILES | pAkt inh | Nrf2 inh | TGFb SMAD3 inh | Mm-Cpn inhibitor | Abeta rescue | Nrf2 ARE act | A549 tox | CCT chaperon mod | HepG2 tox
Cc1cc2c(C)cc(=O)[nH]c2cc1NC(=O)CCl | i | ? | ? | 2.0% | 9.9% | ? | 19.1% | -0.3 | -66.1%
CN(Cc1cccc(Cl)c1Cl)C(=O)c1cc(S(=O)(=O)N2CCOCC2)ccc1F | i | ? | -2.5% | -2.9% | -1.0% | 4.9% | 6.7% | -0.7 | -10.3%
CC(C)[C@H](NC(=O)c1ccccc1)C(=O)N1CCc2ccccc21 | i | 22.1% | -3.0% | -1.5% | -7.5% | 2.5% | 7.4% | 2.6 | -2.5%
Cc1nc(-c2cccs2)ccc1C(=O)O | i | 3.5% | 12.2% | -4.1% | 2.3% | 0.0% | -2.2% | -2.3 | 1.9%
CCC/C=C/c1ccc(CN2C(C(C)C)C(=O)N(Cc3cn(CC4CCCCC4)nn3)CCS2(=O)=O)cc1 (stereo unspecified) | i | . | ? | . | 2.5% | -1.7% | . | 2.8 | -39.2%
Cc1ccc(N2CCN(/N=C/c3cccs3)CC2)cc1 | . | . | 4.1% | -9.5% | 12.9% | -0.1% | 2.3% | -2.8 | -16.1%
Cc1ccc(N2C(=O)c3n[nH]c(C)c3C2c2ccccc2Cl)cc1 (stereo unspecified) | . | ? | ? | . | -10.8% | 6.3% | 5.0% | . | -38.6%
COc1ccc(-c2csc(C(O)c3ccc(F)cc3)n2)cn1 (stereo unspecified) | i | . | -11.1% | . | 3.3% | 6.4% | . | 1.0 | -14.4%
CCOC(=O)C1(O)CSc2nc3sc(C(=O)O)c(C)c3c(=O)n21 (stereo unspecified) | i | 1.0% | 26.5% | 0.1% | 6.0% | 4.3% | -3.3% | -2.3 | -6.6%
O=C(Nc1nnc(-c2ccccc2SCc2ccccc2F)s1)Nc1ccccc1F | i | 4.7% | -6.8% | -1.8% | -7.8% | 4.2% | 2.3% | -2.0 | -5.5%
O=C(Nc1cccc(O)c1)c1ccc([N+](=O)[O-])cc1Cl | i | 2.8% | 1.0% | 1.1% | -5.1% | 1.6% | 0.3% | -1.2 | 1.3%
CCc1cnc2c(c1SCC(=O)NCc1ccccc1)c(=O)n(C)c(=O)n2C | . | . | 2.5% | . | -4.1% | 0.8% | 6.0% | . | 6.9%
COc1c(C(=O)N2CCCC2)ccc2ccccc12 | i | 7.2% | 1.5% | -15.0% | -12.9% | -0.8% | 2.5% | -3.1 | -1.0%
O=C(CCCNS(=O)(=O)c1cccc2nsnc12)NC1CCCCC1 | i | 26.6% | -22.7% | 2.1% | -12.8% | -0.4% | 5.1% | 0.9 | -1.1%
Cc1cccc(C(=O)NNC(=O)c2ccc(NS(=O)(=O)c3cccs3)cc2)c1C | i | -12.0% | -4.5% | 0.8% | -7.4% | 0.5% | -13.1% | -0.6 | 11.7%
COc1ccc(-n2c(SCC3OCCO3)nc3c(sc(=S)n3-c3ccccc3)c2=O)cc1OC | i | ? | -11.5% | -9.4% | 3.6% | 1.0% | 0.4% | 0.9 | -1.9%
CCOC(=O)Cc1nn(Cc2ccccc2)c(=O)c2ccccc12 | i | 0.6% | -0.6% | -5.8% | 3.4% | -0.6% | 1.3% | -3.2 | 3.5%
CC(C)(Oc1ccc(Cl)cc1)C(=O)NCC(c1cccs1)N1CCOCC1 (stereo unspecified) | i | -13.3% | -3.5% | 1.4% | 12.5% | 0.1% | 2.5% | -1.9 | -7.5%
COc1ccc(CCNC(=O)COC(=O)/C=C/c2ccc3c(c2)OCO3)cc1OC | i | 6.0% | -18.3% | 2.8% | -10.4% | 0.4% | 11.3% | -5.4 | 0.9%
Nc1nc2n(n1)C(=O)CC(c1ccccc1)N2 (stereo unspecified) | i | -7.7% | -0.3% | 1.3% | -14.2% | -1.0% | -3.6% | 0.4 | -1.2%
Cc1ccccc1-c1nc(CSc2nc3c(c(=O)[nH]2)CCC3)c(C)o1 | i | 10.3% | 8.9% | 0.5% | -11.4% | -0.4% | 0.4% | 1.9 | 0.9%
COc1ccc(S(=O)(=O)N2CCCCC2)cc1NC(=O)CCCOc1ccccc1 | i | -11.6% | -17.6% | 1.0% | -6.9% | -1.1% | 2.2% | 1.0 | -30.4%
O=c1oc2ccccc2c(NCCO)c1[N+](=O)[O-] | i | 8.5% | -0.3% | -1.6% | 2.4% | -0.1% | -2.2% | -1.7 | 5.8%
CCOC(=O)C1(NC(=O)C2(NC(=O)CN3C(=O)c4ccccc4C3=O)CCCC2)CCCC1 | i | -7.7% | -0.2% | . | 1.5% | 0.1% | -11.0% | -1.7 | -8.8%
O=C(COc1ccccc1)NCC(=O)N/N=C/c1ccccc1 | i | -9.1% | -26.4% | 1.6% | -0.8% | -0.6%[9.22 µM] | -1.6% | -0.6 | -5.3%
O=C(O)c1ccccc1Nc1ccnc(C(F)(F)F)c1 | i | ? | 1.9% | -3.8% | -3.5% | -1.1% | 1.0% | -1.5 | -9.4%
CC(O)C(NC=C1C(=O)OC(C)(C)OC1=O)C(=O)O (stereo unspecified) | i | -19.2% | 3.4% | -2.8% | -16.1% | 2.6% | -1.6% | 1.6 | 5.8%
COCc1cc(C)nc(Nc2ccccc2C)c1C#N | . | . | 24.3% | . | 3.8% | -0.2% | -2.0% | 1.7 | -3.7%
CCCCCCCCCCOC(=O)Cn1c(COc2ccc(Cl)cc2)[n+](C)c2ccccc21 | i | -14.3% | 12.6µM* | -1.8% | -73.8%[inhibitor] | -3.7% | -8.0% | 0.2 | 12.6µM*
